Screening results: PubChem, The Scripps Research Institute Molecular Screening Center
FBW7 act: human FBW7 E3 ligase activation, primary screen | hit rate 0.13% among 650,000 | Q969H0 | AlphaScreen FBW7–phospho-cyclin E peptide binding, activator screen | normalized activity (activation), % at 26.1 µM; in the data active = normalized activity above about 1.9%;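 note: purified mutant Fbw7 with reduced substrate affinity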
Target sequence (Q969H0 whole entry, looked up): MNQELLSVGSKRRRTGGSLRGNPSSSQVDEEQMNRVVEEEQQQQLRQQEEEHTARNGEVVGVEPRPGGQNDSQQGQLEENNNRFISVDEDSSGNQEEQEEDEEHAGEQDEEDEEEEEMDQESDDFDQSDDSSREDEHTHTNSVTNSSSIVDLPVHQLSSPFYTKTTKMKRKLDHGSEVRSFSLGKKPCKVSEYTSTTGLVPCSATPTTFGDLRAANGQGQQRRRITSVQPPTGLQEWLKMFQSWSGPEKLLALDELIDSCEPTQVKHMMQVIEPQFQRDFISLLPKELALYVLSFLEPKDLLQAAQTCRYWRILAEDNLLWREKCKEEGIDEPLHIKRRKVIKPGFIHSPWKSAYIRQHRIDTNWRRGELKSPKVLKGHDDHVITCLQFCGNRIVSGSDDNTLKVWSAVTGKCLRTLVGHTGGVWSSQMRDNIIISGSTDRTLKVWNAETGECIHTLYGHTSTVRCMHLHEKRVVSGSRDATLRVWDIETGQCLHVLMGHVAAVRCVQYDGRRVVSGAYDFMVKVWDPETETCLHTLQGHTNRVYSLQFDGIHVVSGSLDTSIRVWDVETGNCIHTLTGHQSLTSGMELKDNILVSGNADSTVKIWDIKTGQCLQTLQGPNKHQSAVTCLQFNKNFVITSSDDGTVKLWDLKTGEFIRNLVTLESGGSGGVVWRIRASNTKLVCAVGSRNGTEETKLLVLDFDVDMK
MITF primary: human MITF inhibition, primary screen; AID 1259374; hit rate 0.91% among 650,000; O75030; inhibition, % at 2.6 µM; AlphaScreen MITF homodimerization, bead proximity signal; in the data active = inhibition above about 50%;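 note: 0% = vehicle wells with protein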
GPR151 activ: human GPR151 activation | Q8TDV0 | PathHunter beta-arrestin GPR151 cells, luminescence | activation, % at 11.2 µM | hit rate 1% among 650,000; in the data active = activation above about 4.9%;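 note: 0% = median of compound wells and 100% = cells with positive control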
Target sequence (Q8TDV0 whole entry, looked up): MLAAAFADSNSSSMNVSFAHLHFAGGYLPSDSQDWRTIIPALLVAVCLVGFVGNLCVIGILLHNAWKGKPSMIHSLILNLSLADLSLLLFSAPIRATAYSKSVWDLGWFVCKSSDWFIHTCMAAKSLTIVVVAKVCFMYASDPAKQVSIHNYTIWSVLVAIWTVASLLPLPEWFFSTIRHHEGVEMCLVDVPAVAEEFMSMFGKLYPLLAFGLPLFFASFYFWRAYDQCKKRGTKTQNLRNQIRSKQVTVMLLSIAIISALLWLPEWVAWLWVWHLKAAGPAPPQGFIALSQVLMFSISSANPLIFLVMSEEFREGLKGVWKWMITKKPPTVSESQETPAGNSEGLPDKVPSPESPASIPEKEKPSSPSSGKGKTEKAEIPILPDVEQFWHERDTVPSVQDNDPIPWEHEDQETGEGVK
TEAD-YAP inh: TEAD-YAP interaction inhibition | hit rate 1.4% among 640,000 | HEK-TIYL cells, TEAD-Gal4/YAP UAS-luciferase luminescence | inhibition, % at 9.12 µM; in the data active = inhibition above about 32%;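 note: 0% = median of test compound wells and 100% = reference inhibitor wells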
* hit, by the source's call.

cpd | structure | FBW7 act | MITF primary | GPR151 activ | TEAD-YAP inh
1 | COc1ccc(C2C(C(=O)Nc3ccccc3)=C(C)Nc3ncnn32)cc1O (centres undefined) | -0.2 | -6 | -0.1 | -2
2 | COc1cc(OC)cc(C(=O)N2CCN(Cc3ccc(OC)c(OC)c3)CC2)c1 | -0.2 | 35 | 1.4 | 3
3 | CC(C)N(CCNc1nc(Nc2nccc3ccccc23)nc2c1ncn2-c1ccsc1)C(C)C | 0.3 | 8 | -3.1 | 19
4 | CCOC(=O)C1=C(C)N=c2s/c(=C\c3cc(Br)c(O)c(OC)c3)c(=O)n2C1c1cccs1 (centres undefined) | -0.1 | -10 | 1.1 | 8
5 | CCn1c2ccccc2c2cc(NC(=O)COC(=O)c3cc(=O)[nH]c(=O)[nH]3)ccc21 | -0.1 | 7 | 0.7 | 9
6 | Cc1ccccc1OCCCn1c(-c2ccc(Cl)cc2)nc2ccccc2c1=O | -0.3 | -8 | -0.6 | -3
7 | COc1ccc(S(=O)(=O)n2c(SCC(=O)Nc3cc(Cl)c(OC)cc3OC)nc3ccccc32)cc1 | 0.1 | -7 | 0.5 | 0
8 | CCOc1ccc(/C(O)=C2\C(=O)C(=O)NC2c2ccc(O)c(OCC)c2)cc1 (centres undefined) | 0.1 | 29 | 1.4 | 10
9 | O=C(Cn1nc2ccccc2n1)N/N=C/c1ccc(Cl)cc1Cl | 0.0 | -1 | 1.5 | -1
10 | COCCNC(=O)CSc1nc2c([nH]c3ccccc32)c(=O)n1-c1ccccc1F | -0.1 | 6 | 2.0 | 8
11 | COC(=O)c1c(C)c(C)c(C(=O)OC)c(C)c1C | 0.0 | -4 | 0.0 | 3
12 | Cc1ccc(-c2noc(C3CCN(C(=S)NCC4CCCO4)CC3)n2)o1 (centres undefined) | -0.1 | 0 | 2.5 | 4
13 | CCOC(=O)CCC(=O)Nc1cccc([N+](=O)[O-])c1 | 0.1 | 17 | 2.8 | -4
14 | COc1ccccc1C(C#N)c1ccccn1 (centres undefined) | 0.0 | 5 | -1.9 | -6
15 | COc1ccc(/C=C(/C#N)c2nc(-c3cc4ccccc4oc3=O)cs2)cc1 | -0.1 | 3 | -0.7 | -13
16 | CC1(C(=O)OCC(=O)Nc2ccc(Cl)cn2)CC1(Cl)Cl (centres undefined) | 0.1 | 2 | -1.5 | -9
17 | COCc1cc(CN[C@H]2C[C@H]3C(=O)N4CCC[C@@H]4C(=O)N3C2)ccc1OC | 0.7 | -9 | -2.2 | -8
18 | COCCn1c(=NC(=O)/C=C/c2cccs2)sc2cc(S(C)(=O)=O)ccc21 | 0.1 | 11 | -1.0 | 2
19 | Cc1nn(-c2ccccn2)c2c1CCC2 | -0.1 | 5 | 1.1 | 8
20 | O=C(CN1C(=O)NC2(CCc3ccccc3C2)C1=O)Nc1cccc2ccccc12 (centres undefined) | -0.1 | 7 | -1.2 | 8
21 | CCOc1ccc(/C=N/NC(=O)Cc2nnc(N)s2)c(OCC)c1 | -0.1 | -4 | 2.5 | 7
22 | Cc1nc(C(=O)N2CCc3nnc(CNC(=O)c4cccc(F)c4)n3CC2)cs1 | 0.0 | 6 | -1.2 | 5
23 | O=C(CC1SC(=O)N(Cc2ccc(Cl)cc2)C1=O)Nc1nccs1 (centres undefined) | 0.0 | 8 | 0.0 | -2
24 | CCC(=O)Nc1ccc(NC(=O)Cc2ccccc2)cc1 | 0.3 | 22 | -0.8 | -4
25 | CCCCCC(=O)Nc1ccc(C(=O)CSc2nnc(N)s2)cc1 | -0.1 | -8 | -0.1 | -10
26 | CCC1CN(CCNC(=O)C2CCC(=O)N2)Cc2cc(OC)ccc2O1 (centres undefined) | -0.1 | -1 | 0.1 | -3
27 | CCc1ccc2c(c1)NC(=O)C2(C)Cc1c(C)noc1C (centres undefined) | -0.1 | 1 | -1.4 | -2
28 | COC(=O)C1=NNC2(C)C(=O)N(c3ccccc3C)C(=O)C12 (centres undefined) | -0.1 | 6 | 4.0 | 2
29 | CNC(=S)N1CCN(c2nccnc2NS(=O)(=O)c2cccc(Cl)c2)CC1 | -0.3 | 9 | 0.0 | 0
30 | COC(=O)C1=C(C)NC(C)=C(C(=O)OC)C1c1cn(-c2ccccc2)nc1-c1ccc(OC)c(OC)c1 | 0.0 | -2 | 0.5 | -12

Brought forward from above: two entries, then new ones.
cpd | structure | FBW7 act | MITF primary | GPR151 activ | TEAD-YAP inh
29 | CNC(=S)N1CCN(c2nccnc2NS(=O)(=O)c2cccc(Cl)c2)CC1 | -0.3 | 9 | 0.0 | 0
30 | COC(=O)C1=C(C)NC(C)=C(C(=O)OC)C1c1cn(-c2ccccc2)nc1-c1ccc(OC)c(OC)c1 | 0.0 | -2 | 0.5 | -12
31 | COC(=O)Cn1cc(/C=C(/C#N)C(=O)N2CCOCC2)c2ccccc21 | 1.4 | 10 | -0.6 | 4
32 | CCCCCn1c(SCC#N)nc2cc(C(=O)Nc3cc(C)cc(C)c3)ccc2c1=O | -0.1 | -1 | -0.4 | -6
33 | CCC(=O)NC(=S)Nc1ccc(NC(=O)c2ccc(OC)cc2)cc1 | 0.1 | -9 | 6.6* | 8
34 | CCCCOC(=O)c1ccc(OC(=O)c2ccncc2)cc1 | 0.0 | 10 | -1.5 | -2
35 | Cc1nc2c(-c3ccccc3)c(C)nn2c(C)c1CCC(=O)NCc1cccnc1 | 0.0 | -1 | -1.0 | 2
36 | O=C(CNCc1cccs1)Nc1ccc(C2CCCCC2)cc1 | 0.1 | 10 | 0.2 | -1
37 | Cc1ccc(C(=O)NC(=S)Nc2cccc(C)n2)cc1 | -0.2 | 10 | 0.6 | -52
38 | O=c1cc(Nc2ccc3c(c2)OCO3)[nH]c(=O)n1Cc1ccc(F)cc1 | 0.1 | -18 | 0.3 | -4
39 | COc1ccc(C2=CC(c3cccc(Cl)c3)n3ncnc3N2)cc1OC (centres undefined) | 0.1 | 16 | -1.1 | 8
40 | CCOC(=O)C(C(C)C)N(Cc1cccc(Cl)c1)S(=O)(=O)c1ccc([N+](=O)[O-])cc1 (centres undefined) | -0.4 | 4 | 1.5 | -9
41 | COc1ccc(Cc2nc3ccc(OC(C)=O)cc3c(=O)o2)cc1 | -0.1 | 3 | -0.9 | 7
42 | CCCCNC(=O)CC1S/C(=N/N=C/c2ccc(OC)cc2)NC1=O (centres undefined) | 0.9 | 19 | -0.3 | 0
43 | CCOc1ccc(-n2nnc3c(=O)n(CC(=O)N4CCC(Cc5ccccc5)CC4)cnc32)cc1 | -0.1 | 8 | -1.3 | 8
44 | S=C(NCC1CCCO1)N1CCN(Cc2ccccc2Cl)CC1 (centres undefined) | 0.1 | 5 | 0.0 | 0
45 | COC(=O)C(CC(C)C)NC(=O)/C=C/c1cccc([N+](=O)[O-])c1 (centres undefined) | 0.0 | 18 | -0.4 | 6
46 | Cc1ccc(NC2CC(=O)N(c3cccc([N+](=O)[O-])c3)C2=O)cc1 (centres undefined) | 0.1 | 13 | -1.1 | 8
47 | C=CCn1cc(CN2CCC(C(=O)Nc3ccc(Oc4cccnc4)cc3)CC2)c(C)n1 | 0.0 | -4 | -0.3 | -1
48 | O=C(CSC1CC(=O)N(c2ccc(Cl)c(C(F)(F)F)c2)C1=O)Nc1ccc2ccccc2c1 (centres undefined) | 0.1 | 6 | 0.5 | 6
49 | CCN(C(C)=O)c1nc2c3ccccc3n(C(C)=O)c2s1 | -0.3 | -7 | 0.5 | -9
50 | N#Cc1c(-c2ccc(F)cc2)cc(C2CC2)nc1SCCN1C(=O)c2ccccc2C1=O | 0.0 | -4 | -1.0 | 8
51 | COCC(=O)Nc1cnn(-c2ccc(C(=O)N3CCCCC3CCc3ccccn3)cc2)c1 (centres undefined) | -0.1 | -4 | 0.9 | 8
52 | COc1cccc(-n2c(=S)sc3c(=O)n(-c4ccccc4OC)c(SCC(=O)N4CCCC4)nc32)c1 | 0.0 | 16 | 0.6 | 10
53 | CC(=O)N(C)c1nc(-c2ccccc2C)ccc1C(=O)NCC(F)(F)F | 0.9 | 19 | -0.7 | 8
54 | CCCCNCC(=O)Nc1ccccc1N1CCCCCC1 | -0.2 | 12 | -0.1 | 4
55 | Cc1cc2c(cc1S(=O)(=O)NC1CC1)OCC(=O)N2 | 0.0 | 9 | -0.9 | 0
56 | CN1C(=S)N(C2CC2)C(=O)/C1=C\c1ccc(OC(F)F)cc1 | 0.0 | 1 | 2.5 | -2
57 | Cc1ccc(-c2csc(NC(=O)C(C(C)C)N3C(=O)c4ccccc4C3=O)n2)cc1 (centres undefined) | 0.6 | 19 | 0.7 | -21
58 | CCOC(=O)C1C2C(=O)N(c3cccc(Cl)c3)C(=O)C12 (centres undefined) | -0.1 | 2 | 0.2 | 0
59 | O=C(Nc1ccc(Br)c(C(F)(F)F)c1)c1ccc(Br)cc1 | 0.1 | 7 | 0.6 | 1
60 | CC1CCN(c2nc(-c3ccccc3)cs2)CC1 | 0.0 | 7 | -1.1 | -18

Single entries from the results shown.
TEAD-YAP inh, `Cc1ccc(C(=O)NC(=S)Nc2cccc(C)n2)cc1` is entered as -52
TEAD-YAP inh, `Cc1ccc(-c2noc(C3CCN(C(=S)NCC4CCCO4)CC3)n2)o1` (centres undefined) is entered as 4
FBW7 act, `Cc1ccc(NC2CC(=O)N(c3cccc([N+](=O)[O-])c3)C2=O)cc1` (centres undefined) is entered as 0.1
TEAD-YAP inh, `CC1CCN(c2nc(-c3ccccc3)cs2)CC1` is entered as -18
GPR151 activ, `CN1C(=S)N(C2CC2)C(=O)/C1=C\c1ccc(OC(F)F)cc1` is entered as 2.5

Going on with the list:
cpd | structure | FBW7 act | MITF primary | GPR151 activ | TEAD-YAP inh
61 | ClC(/C=N\N1CCN(c2ccccn2)CC1)=C\c1ccccc1 | -0.1 | 0 | -0.5 | -27
62 | CCNC(=S)N/N=C/c1cn(-c2ccccc2)nc1-c1cccnc1 | -0.1 | -35 | -0.4 | -10
63 | C#Cc1cccc(NS(=O)(=O)c2ccc([N+](=O)[O-])cc2)c1 | -0.2 | 3 | 0.1 | 18
64 | COc1ccc(CCNC(=O)CCNC(=O)c2ccc3c(c2)OCO3)cc1OC | -0.1 | -7 | -1.4 | -4
65 | CCCn1cnc2sc(C(=O)N3CCN(c4ccc(F)cc4)CC3)c(C)c2c1=O | -0.1 | 11 | 1.3 | -1
66 | COc1ccc(NC(=O)c2c(NC(=O)CNCc3ccco3)sc3c2CCC3)cc1 | -0.1 | 1 | 4.5 | 5
67 | Cc1ccc(S(=O)(=O)CC(=O)Nc2cc(C)on2)cc1 | 0.1 | 4 | 1.9 | 3
68 | CCC1C(=O)N=C(SCC(=O)Nc2ccccc2)NC1=O (centres undefined) | 0.1 | -8 | -1.0 | 1
69 | O=C1N2CN(Cc3ccccc3)CN=C2SC1(CO)CO | -0.1 | -9 | -0.1 | -16
70 | Cc1ccccc1OCC(=O)Nc1nnc(-c2ccncc2)s1 | 1.1 | -5 | -0.3 | 3
71 | CC(C)CCNC(=O)c1ccc2c(=O)n(Cc3ccc(Cl)cc3)c(=S)[nH]c2c1 | 0.1 | 11 | 0.3 | -1
72 | O=C1N/C(=N\O)S/C1=C\c1ccccc1C(F)(F)F | 0.3 | -5 | 0.7 | 1
73 | CCN1CCSc2ccc(C(=O)NCc3ccccc3)cc21 | 0.1 | 3 | 1.8 | -5
74 | O=C(CN1CCC2(CC1)Nc1ccccc1-n1cccc12)NCc1cccs1 | 0.0 | 24 | -0.6 | 9
75 | CC(C)(C)OC(=O)C[n+]1ccc(C(N)=O)cc1 | 0.0 | 2 | -0.4 | 4
76 | CN(C)c1ccc(CCCNS(=O)(=O)c2cccc(Cl)c2)cc1 | -0.5 | 24 | 0.2 | 0
77 | Cc1nc(SCc2cccc(Cl)c2)[nH]c(=O)c1CC(=O)N1CCc2ccccc2C1 | 0.1 | 8 | -1.8 | 5
78 | COc1ccc(C(=O)CSc2nc3ccccc3nc2C)cc1OC | 0.2 | 16 | 0.1 | 3
79 | O=C(O)c1ccc2c(c1)C(=O)N(c1cccc(-c3nc4ccccc4s3)c1)C2=O | 0.0 | -15 | -5.7 | -66
80 | O=[N+]([O-])c1ccc(N2CCOCC2)cc1SCc1ccco1 | -0.3 | 2 | 1.1 | -9
81 | CC(=O)CCc1c(C)nc2c(Cl)cccc2c1Cl | -0.1 | 1 | 0.6 | -2
82 | O=[N+]([O-])c1ccc(Cl)c(C2N(Cc3ccccc3)CCN2Cc2ccccc2)c1 | 0.1 | 1 | -0.8 | 2
83 | CCOc1cc(/C=C2/N=C(c3ccccc3F)OC2=O)ccc1OS(C)(=O)=O | -0.3 | -5 | 0.8 | -10
84 | COc1ccccc1-c1nnc(SCC(=O)Nc2ccc(F)c(F)c2F)o1 | 0.2 | 1 | -0.8 | -30
85 | S=C(Nc1ccccc1)c1ccccn1 | -1.0 | 8 | -4.6 | -48
86 | C/C(=N\NC(=O)CCc1c[nH]c2ccccc12)c1ccc(N)cc1 | 0.3 | 9 | 0.4 | -5
87 | O=C1CC(Cc2ccc(Cl)cc2)C(=O)N1c1ccccc1 (centres undefined) | 0.0 | 6 | -0.6 | 3
88 | COc1ccc(C(=O)Nc2ccc(NC(=O)C3CCCCC3)cn2)cc1 | -0.1 | -8 | 1.1 | -9
89 | CCOC(=O)C1=C(C)N=c2s/c(=C\c3ccc(-c4cc(Cl)ccc4C)o3)c(=O)n2C1c1ccc2c(c1)OCO2 (centres undefined) | 0.1 | 8 | -2.0 | -4
90 | c1cncc(CNc2ncc(-c3cccc4ncccc34)n3ccnc23)c1 | -0.3 | 19 | -0.2 | -2

Single records, from the list above:
CCOC(=O)C(C(C)C)N(Cc1cccc(Cl)c1)S(=O)(=O)c1ccc([N+](=O)[O-])cc1 (centres undefined) is entered as FBW7 act = -0.4; MITF primary = 4; GPR151 activ = 1.5; TEAD-YAP inh = -9
CC(C)N(CCNc1nc(Nc2nccc3ccccc23)nc2c1ncn2-c1ccsc1)C(C)C is entered as FBW7 act = 0.3; MITF primary = 8; GPR151 activ = -3.1; TEAD-YAP inh = 19
